LYP phosphatase: PTPN22 lymphoid phosphatase activity blockers – biochemical, fluorescence intensity, uHTS (AID 1779); recombinant LYP phosphatase, fluorescence intensity; higher % means a stronger effect; inhibition, % at 11.5 µM, or IC50 in µM where a hit was titrated; 0.054% of 290,000 active; in the data active means inhibition above about 50%;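 further: plate controls were vehicle with enzyme for no effect and no enzyme for full effect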
Myeloid diff 2: promotes myeloid progenitor differentiation. ER-HoxA9 myeloid progenitors, lysozyme-GFP differentiation, flow cytometry. calls only at 10 µM. 1% of 360,000 active. AID 624256;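 active means normalized GFP-positive differentiation at or above the plate's own cutoff, the solvent-only control mean plus 3 SD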;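 further: cells exposed to compound for four days before flow analysis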
NTR1 ag: agonists of NTR1, primary screen, imaging, U2OS cells, beta-arrestin-GFP, high content (AID 493036). P30989. NTR1-U2OS beta-arrestin-GFP spot imaging, agonist mode. activation, % at 20 µM. 0.17% of 330,000 active;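 active means activation at or above 40% of the spot to cytoplasm intensity ratio, with at least 20 cells analyzed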;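 further: 0% = DMSO without peptide and 100% = 100 nM NTR1 peptide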
Target sequence (P30989 whole entry, looked up): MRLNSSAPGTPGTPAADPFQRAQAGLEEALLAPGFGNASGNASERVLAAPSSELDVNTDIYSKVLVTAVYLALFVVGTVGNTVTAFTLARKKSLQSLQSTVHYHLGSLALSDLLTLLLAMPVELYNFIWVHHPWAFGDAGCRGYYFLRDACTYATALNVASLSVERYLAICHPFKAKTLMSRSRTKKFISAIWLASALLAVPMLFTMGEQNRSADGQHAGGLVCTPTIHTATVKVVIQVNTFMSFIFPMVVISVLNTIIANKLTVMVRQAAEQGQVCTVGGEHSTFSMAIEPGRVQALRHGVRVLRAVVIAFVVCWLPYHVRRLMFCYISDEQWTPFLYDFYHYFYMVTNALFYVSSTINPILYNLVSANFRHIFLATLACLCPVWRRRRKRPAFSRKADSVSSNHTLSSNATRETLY
GPR55 LPI antagonism: inhibition of LPI-stimulated GPR55 beta-arrestin translocation – imaging, U2OS, beta-arrestin-GFP, LPI agonist, primary screen (AID 2013). U2OS GPR55 beta-arrestin-GFP translocation imaging, LPI antagonism; higher % means a stronger effect. one-dose inhibition, % at 10 µM; IC50 in µM for titrated hits. 0.13% of 290,000 active;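 active means spots per cell inhibited over 60%, with over 100 cells counted and total cytoplasm intensity under 500,000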;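 further: U2OS cells stably carrying GPR55 and arrestin-GFP stimulated by 5 µM LPI near EC80; imaged beta-arrestin-GFP aggregate spots per cell after agonist stimulation; plate controls were LPI-stimulated DMSO wells for no effect and DMSO wells without LPI for full effect; some results filed as inactive read as strong as hits; confirmed hits need IC50 under 10 µM and bright autofluorescent wells are also inconclusive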
MgcRacGAP inhibition: MgcRacGAP GTPase-activating activity inhibitors, confirmation, biochemical, ADP Hunter fluorescence. MgcRacGAP-stimulated Rac1 GTP hydrolysis, ADP Hunter fluorescence; higher % means a stronger effect; GST-tagged Rac1 F28L mutant substrate. one-dose inhibition, % at 30 µM; IC50 in µM for titrated hits. 0.6% of 340,000 active. AID 624330;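 active means first-screen hits whose inhibition reached a set limit at any dose in the follow-up dose series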;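 further: fluorescence reports GDP produced by GAP-driven GTP hydrolysis; strong numbers were not always called active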
GPR35 antagonists: GPR35 antagonists blocking zaprinast-driven arrestin recruitment, primary screen, imaging, U2OS, beta-arrestin-GFP, zaprinast agonist (AID 2058); 0.052% of 290,000 active; U2OS GPR35 beta-arrestin-GFP translocation imaging, zaprinast antagonism; higher % means a stronger effect; inhibition, % at 10 µM; hits with a dose series show IC50 in µM;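 active means inhibition of at least 50% with at least 30 cells and total cytoplasm GFP at most 10,000,000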
Siah-1 displacement: Siah-1 peptide-binding antagonists, primary screen, biochemical, fluorescence polarization, rhodamine-plectin, uHTS (AID 1817). 0.02% of 290,000 active. displacement, % at 20 µM, or IC50 in µM where a hit was titrated. Siah-1 / rhodamine-plectin peptide fluorescence polarization; higher % means a stronger effect;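 active means displacement of at least 50% at 20 µM, with a fluorescence ratio check between 0.3 and a set limit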;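 further: plate controls were Siah plus tracer with DMSO for no effect and tracer alone without Siah for full effect; strong numbers were not always called active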
PhoP inhibition: inhibitors of PhoP regulon expression, primary screen, Salmonella Typhimurium, GFP reporter (AID 1863); S. Typhimurium PhoP-regulated promoter GFP reporter, 4 h; higher % means a stronger effect; inhibition, % at 50 µM, or IC50 in µM where a hit was titrated; 0.16% of 300,000 active;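 active means inhibition over 29.93%, a cutoff 3 SD above the screen mean, later confirmed by dose response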;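 further: 0% = low Mg2+ inducing control and 100% = high Mg2+ repressing control; strong numbers were not always called active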
HIV peptide binding: inhibitors of HIV fusion peptide binding, primary screen, biochemical, uHTS, fluorescence dequenching (AID 1986). cell-free peptide binding, fluorescence dequenching, 30 min; higher % means a stronger effect. inhibition, % at 20 µM, or IC50 in µM where a hit was titrated. 0.3% of 290,000 active; in the data active means inhibition mostly above about 52%, no sharp cut-off; inactive means mostly below about 76%; further: some results filed as inactive read as strong as hits
NTR1 ag cell count 20 µM: also measured in NTR1 ag; calls as there; cell count; measured here: cell count, cytotoxicity flag
Myeloid diff 2 GFP+ MAC1+ %: also measured in Myeloid diff 2; calls as there; GFP+ MAC1+ double positive, %; measured here: differentiation confirmed by MAC1 staining
An asterisk follows results filed as active.

Screening O=C(c1ccc(F)cc1)N1CCN(C2CCC(c3ccccc3)CC2)CC1 (configuration not stated) returned LYP phosphatase -4%, Myeloid diff 2 inactive, NTR1 ag 0.8, GPR55 LPI antagonism 12%, MgcRacGAP inhibition 12%, GPR35 antagonists 12%, Siah-1 displacement 9%, PhoP inhibition -1%, HIV peptide binding 0.4%, NTR1 ag cell count 20 µM 85 and Myeloid diff 2 GFP+ MAC1+ % 0.2.
For CCNC(=S)Nc1ccc(NC(=O)c2ccccc2O)cc1 the results were LYP phosphatase -3%, Myeloid diff 2 inactive, NTR1 ag 2.1, GPR55 LPI antagonism 0%, MgcRacGAP inhibition 9%, GPR35 antagonists -5%, Siah-1 displacement -4%, PhoP inhibition 0%, HIV peptide binding -4.0%, NTR1 ag cell count 20 µM 34 and Myeloid diff 2 GFP+ MAC1+ % 0.6.
For COc1cc(C2NC(=O)NC(O)(C(F)(F)F)C2C(=O)c2ccc(Cl)cc2)ccc1O (configuration not stated) the results were LYP phosphatase -2%, Myeloid diff 2 inactive, NTR1 ag 0.1, GPR55 LPI antagonism 10%, MgcRacGAP inhibition 3%, GPR35 antagonists 2%, Siah-1 displacement 1%, PhoP inhibition 1%, HIV peptide binding -1.4%, NTR1 ag cell count 20 µM 81 and Myeloid diff 2 GFP+ MAC1+ % 0.6.
CN(c1ccc(C(=O)NCc2ccccn2)cc1)S(C)(=O)=O was read as LYP phosphatase -2%, Myeloid diff 2 inactive, NTR1 ag -1.1, GPR55 LPI antagonism 5%, MgcRacGAP inhibition 16%, GPR35 antagonists 2%, Siah-1 displacement -2%, PhoP inhibition -1%, HIV peptide binding -2.0%, NTR1 ag cell count 20 µM 57 and Myeloid diff 2 GFP+ MAC1+ % 6.5.
COc1ccc(C(=O)C(C)[n+]2ccc(C)c3ccccc32)cc1[N+](=O)[O-] (configuration not stated) was read as LYP phosphatase -8%, Myeloid diff 2 active, NTR1 ag -3.5, GPR55 LPI antagonism 2%, MgcRacGAP inhibition -4%, GPR35 antagonists -5%, Siah-1 displacement -2%, PhoP inhibition 0%, HIV peptide binding 18%, NTR1 ag cell count 20 µM 59 and Myeloid diff 2 GFP+ MAC1+ % 7.3*.
`Oc1ccc(-n2nnnc2SCc2ccccc2Br)cc1` gave LYP phosphatase -8%, Myeloid diff 2 inactive, NTR1 ag 3.5, GPR55 LPI antagonism 5%, MgcRacGAP inhibition -1%, GPR35 antagonists -1%, Siah-1 displacement -1%, PhoP inhibition -3%, HIV peptide binding -0.5%, NTR1 ag cell count 20 µM 66 and Myeloid diff 2 GFP+ MAC1+ % 0.7.
`Cc1cccc(N2C(=O)CC(Sc3nc(C)cc(C)n3)C2=O)c1` (configuration not stated) gave LYP phosphatase -2%, Myeloid diff 2 inactive, NTR1 ag 1.7, GPR55 LPI antagonism -3%, MgcRacGAP inhibition 3%, GPR35 antagonists 30%, Siah-1 displacement 0%, PhoP inhibition -8%, HIV peptide binding -0.3%, NTR1 ag cell count 20 µM 65 and Myeloid diff 2 GFP+ MAC1+ % 2.1.
Screening Cc1cccnc1NC(=O)CCCN1C(=O)c2ccccc2C1=O returned LYP phosphatase -1%, Myeloid diff 2 inactive, NTR1 ag 0.2, GPR55 LPI antagonism 10%, MgcRacGAP inhibition 1%, GPR35 antagonists 5%, Siah-1 displacement 0%, PhoP inhibition 29%, HIV peptide binding -0.6%, NTR1 ag cell count 20 µM 59 and Myeloid diff 2 GFP+ MAC1+ % 1.6.
Screening Oc1ccc(NC(=S)N=Nc2c(O)[nH]c3ccccc23)cc1 returned LYP phosphatase 0%, Myeloid diff 2 inactive, NTR1 ag -1.4, GPR55 LPI antagonism 3%, MgcRacGAP inhibition 21µM*, GPR35 antagonists -3%, Siah-1 displacement -8%, PhoP inhibition 1%, HIV peptide binding -3.0%, NTR1 ag cell count 20 µM 34 and Myeloid diff 2 GFP+ MAC1+ % 0.8.
For CCCCC(CC)c1nnc(NC(=O)c2cccs2)s1 (configuration not stated) the results were LYP phosphatase 3%, Myeloid diff 2 inactive, GPR55 LPI antagonism 4%, MgcRacGAP inhibition 6%, GPR35 antagonists 7%, Siah-1 displacement -6%, PhoP inhibition 0%, HIV peptide binding 1.9% and Myeloid diff 2 GFP+ MAC1+ % 0.3.
O=C(NC1CCCC1)C(c1ccccn1)N(C(=O)c1csnn1)c1ccccc1F (configuration not stated) was read as LYP phosphatase -8%, Myeloid diff 2 inactive, NTR1 ag -2.1, GPR55 LPI antagonism -25%, MgcRacGAP inhibition 4%, GPR35 antagonists 15%, Siah-1 displacement 0%, PhoP inhibition -5%, HIV peptide binding 0.3%, NTR1 ag cell count 20 µM 42 and Myeloid diff 2 GFP+ MAC1+ % 0.9.
O=C1CCCCC1C(=O)c1cn(-c2ccc(Cl)c(Cl)c2)nn1 (configuration not stated) was read as LYP phosphatase -4%, Myeloid diff 2 inactive, NTR1 ag 2.9, GPR55 LPI antagonism -4%, MgcRacGAP inhibition 2%, GPR35 antagonists 17%, Siah-1 displacement 3%, PhoP inhibition -8%, HIV peptide binding -0.3%, NTR1 ag cell count 20 µM 64 and Myeloid diff 2 GFP+ MAC1+ % 0.2.
For COc1ccc(C(=O)CC(=O)C(=O)Nc2cc(OC)ccc2OC)cc1 the results were LYP phosphatase -3%, Myeloid diff 2 inactive, NTR1 ag 1.5, GPR55 LPI antagonism 6%, MgcRacGAP inhibition 8%, GPR35 antagonists 11%, Siah-1 displacement 2%, PhoP inhibition -8%, HIV peptide binding -1.0%, NTR1 ag cell count 20 µM 89 and Myeloid diff 2 GFP+ MAC1+ % 0.3.
For COc1ccc(CN(C)CC(=O)Nc2ccc(Cl)cc2F)c(OC)c1 the results were LYP phosphatase -4%, NTR1 ag 4.8, GPR55 LPI antagonism 9%, GPR35 antagonists -4%, Siah-1 displacement 14%, PhoP inhibition -2%, HIV peptide binding -0.7% and NTR1 ag cell count 20 µM 67.
For Nc1nnnn1NCc1cccc(OCc2ccccc2)c1 the results were LYP phosphatase -2%, Myeloid diff 2 inactive, NTR1 ag -0.6, GPR55 LPI antagonism -1%, MgcRacGAP inhibition 8%, GPR35 antagonists -14%, Siah-1 displacement 0%, PhoP inhibition 8%, HIV peptide binding -0.9%, NTR1 ag cell count 20 µM 54 and Myeloid diff 2 GFP+ MAC1+ % 0.3.
For CCOc1ccc(-n2c(=O)c3c4c(sc3n(CC(=O)NCc3ccco3)c2=O)CCC4)cc1 the results were LYP phosphatase -4%, Myeloid diff 2 inactive, NTR1 ag -1.6, GPR55 LPI antagonism 20%, MgcRacGAP inhibition 13%, GPR35 antagonists 7%, Siah-1 displacement -4%, PhoP inhibition 3%, HIV peptide binding -3.1%, NTR1 ag cell count 20 µM 49 and Myeloid diff 2 GFP+ MAC1+ % 0.8.
O=C(NCc1ccco1)c1cccc(-c2nnc(-c3ccccc3)o2)c1 was read as LYP phosphatase -2%, Myeloid diff 2 inactive, NTR1 ag 1.9, GPR55 LPI antagonism 15%, MgcRacGAP inhibition 8%, GPR35 antagonists -13%, Siah-1 displacement -1%, PhoP inhibition -13%, HIV peptide binding 1.6%, NTR1 ag cell count 20 µM 43 and Myeloid diff 2 GFP+ MAC1+ % 0.2.
For CC1CN(C(=O)CCC(=O)NC(C)c2ccccc2)c2cc(Cl)ccc2O1 (configuration not stated) the results were LYP phosphatase -12%, Myeloid diff 2 inactive, NTR1 ag -0.5, GPR55 LPI antagonism 10%, MgcRacGAP inhibition 6%, GPR35 antagonists -1%, Siah-1 displacement -3%, HIV peptide binding -0.8%, NTR1 ag cell count 20 µM 85 and Myeloid diff 2 GFP+ MAC1+ % 5.1.
Screening COc1ccc(N2CCN(CCNC(=O)c3nnc(Cc4c(F)cccc4Cl)o3)CC2)cc1 returned LYP phosphatase -6%, Myeloid diff 2 inactive, NTR1 ag 2.5, GPR55 LPI antagonism 9%, MgcRacGAP inhibition 8%, GPR35 antagonists 1%, Siah-1 displacement 1%, PhoP inhibition -6%, HIV peptide binding -0.1%, NTR1 ag cell count 20 µM 76 and Myeloid diff 2 GFP+ MAC1+ % 1.0.
`CCOC(=O)c1sc(=S)n(Cc2ccccc2)c1N` gave LYP phosphatase -4%, Myeloid diff 2 inactive, NTR1 ag -1.0, GPR55 LPI antagonism 23%, MgcRacGAP inhibition -1%, GPR35 antagonists 11%, Siah-1 displacement 4%, PhoP inhibition 4%, HIV peptide binding -1.1%, NTR1 ag cell count 20 µM 58 and Myeloid diff 2 GFP+ MAC1+ % 1.2.
Cn1c(=S)[nH]c2cccnc21 was read as LYP phosphatase -2%, Myeloid diff 2 inactive, NTR1 ag -1.8, GPR55 LPI antagonism 20%, MgcRacGAP inhibition 10%, GPR35 antagonists -4%, Siah-1 displacement 7%, PhoP inhibition 9%, HIV peptide binding 0.1%, NTR1 ag cell count 20 µM 64 and Myeloid diff 2 GFP+ MAC1+ % 0.9.
`CC(=O)C1=C(C)NC(SCC(=O)c2ccc(C)cc2)=C(C#N)C1c1ccco1` (configuration not stated) gave LYP phosphatase 5%, NTR1 ag 9.1, GPR55 LPI antagonism 83%*, GPR35 antagonists -5%, Siah-1 displacement 4%, PhoP inhibition 3%, HIV peptide binding 15% and NTR1 ag cell count 20 µM 47.

2 entries drawn at random from the list so far:
`CC(=O)C1=C(C)NC(SCC(=O)c2ccc(C)cc2)=C(C#N)C1c1ccco1` (configuration not stated) gave LYP phosphatase 5%, NTR1 ag 9.1, GPR55 LPI antagonism 83%*, GPR35 antagonists -5%, Siah-1 displacement 4%, PhoP inhibition 3%, HIV peptide binding 15% and NTR1 ag cell count 20 µM 47.
For CC1CN(C(=O)CCC(=O)NC(C)c2ccccc2)c2cc(Cl)ccc2O1 (configuration not stated) the results were LYP phosphatase -12%, Myeloid diff 2 inactive, NTR1 ag -0.5, GPR55 LPI antagonism 10%, MgcRacGAP inhibition 6%, GPR35 antagonists -1%, Siah-1 displacement -3%, HIV peptide binding -0.8%, NTR1 ag cell count 20 µM 85 and Myeloid diff 2 GFP+ MAC1+ % 5.1.

Screening results: PubChem, several laboratories
